# All columns: NCI-60 one-dose screen, growth in % after 48 h at 10 µM unless noted; 100 = growth as untreated, 0 = no growth, -100 = all killed.
# EKVX = EKVX NSCLC | AID 1794765 | hit rate 3% among 71,000
# HOP-92 = HOP-92 NSCLC cells; hit rate 6.3% among 71,000
# A549/ATCC = A549/ATCC NSCLC; hit rate 3.7% among 81,000; AID 1794740
# M14 = M14 melanoma. AID 1794745. hit rate 6.2% among 80,000
# HOP-62 = HOP-62 NSCLC. hit rate 3.9% among 80,000
# RPMI-8226 = RPMI-8226 leukemia cells | hit rate 7.5% among 77,000 | AID 1794781
# MOLT-4 = MOLT-4 leukemia cells. hit rate 6.9% among 80,000
# CCRF-CEM = CCRF-CEM leukemia; hit rate 7% among 77,000
# * hit, by the source's call; · = no result given; & = joins results of further samples; [ ] = another dose, or the depositor's remark. The calls were made as follows: active = growth percent below 10; inactive = the rest.
entry	SMILES	EKVX	HOP-92	A549/ATCC	M14
1	CC(=O)O[C@@H]1[C@@H](OC(C)=O)[C@H](OC(C)=O)CO[C@H]1Nc1cccc2ccccc12	100	104	102	100
2	CC(Br)C(=O)C(CCCN(C)C)(c1ccccc1)c1ccccc1 (centres undefined)	98	81	68	88
3	CCCCSc1ncnc2[nH]ncc12	49	57	95	110
4	CCCCNC(=O)Oc1cccc2ccccc12	96	93	107	104
5	O=C(/C=C/c1cccs1)Nc1ncc(Cc2ccccc2F)s1	26	60	29	-3.1*
6	Cc1ccc([C@H]2C(C(=O)c3ccc(Cl)cc3)C3(N[C@@H]2c2ccccc2)C(=O)Nc2ccc(Cl)cc23)cc1 (some centres undefined)	60	17	33	45
7	C=C(CCC(=O)O)C(=O)O	98	87	66	91
8	ON1CCCC1	·	92	100	104
9	Cn1cnc([N+](=O)[O-])c1N1c2ccncc2Sc2ccncc21	79	77	104	101
10	N[C@H]1CC[C@@H](C(=O)O)C1	102	107	91	104
11	Oc1ccc(-c2ccc(Br)cc2)cc1	100	65	83&91	106&101
12	O=C(O[C@H](C(=O)O)[C@H](OC(=O)c1ccccc1)C(=O)O)c1ccccc1	94	91	89	99

entry	HOP-62	RPMI-8226	MOLT-4	CCRF-CEM
1	94	88	·	72
2	101	·	69	91
3	86	81	101	101
4	103	103	99	75
5	22	24	26	14
6	65	32	3.2*	66
7	96	·	79	105
8	108	88	81	·
9	93	86	92	95
10	106	102	94	93
11	86&94	102	83&89	86&89
12	101	91	92	106

# (continued)
entry	SMILES	EKVX	HOP-92	A549/ATCC	M14
13	COc1cc(-c2nc3sc4c(c3c(=O)[nH]2)CCCCCC4)cc(OC)c1OC	·	43	26	23
14	C=C(CC)CCCC	116	·	99	98
15	COc1cc(CSc2nc3ccc(Cl)cc3c(=O)n2-c2ccccc2)cc(OC)c1OC	·	89	74	93
16	c1ccc(CCc2ccccn2)nc1	94	84	96	102
17	O=C(Oc1ccccc1)c1ccccc1	110	95	102	110
18	CCN1CCCSC1=S	105	97	92	119
19	O=C(CCc1nnc2sc(COc3ccccc3)nn12)c1nc2ccccc2[nH]1	95	·	107	104
20	C=C(C)[C@@H]1CC[C@]2(COCCC#N)CC[C@]3(C)[C@H](CC[C@@H]4[C@@](C)(CCCNCCC#N)[C@H](C(=C)C)CC[C@]43C)[C@@H]12	93[100 µM]	-15*[100 µM]	50[100 µM]	32[100 µM]
21	COc1ccc2nc3cc(Cl)ccc3c(N3CCN(c4nccc(Nc5ccccc5)n4)CC3)c2c1	·	67	65	61
22	COc1ccc(/C(=C\c2ccc3c(c2)OCO3)C(=O)Nc2nc3ccc(OC)cc3s2)cc1	95	84	87	99
23	Cc1nc2ccc(Br)cc2c(=O)[nH]1	98	·	95	96
24	C#CC1(OCCOC(=O)NC)CCCCC1	105	131	120	111

entry	HOP-62	RPMI-8226	MOLT-4	CCRF-CEM
13	30	7.9*	15	14
14	95	103	105	95
15	72	105	70	95
16	101	102	90	93
17	112	·	96	93
18	91	105	91	94
19	95	106	87	96
20	78[100 µM]	-37*[100 µM]	2.2*[100 µM]	1.3*[100 µM]
21	79	45	5.4*	7.7*
22	83	88	65	99
23	93	102	110	111
24	113	134	105	104

# Values in list order from the entries so far.
# HOP-62, entries 16 to 22: 101, 112, 91, 95, 78[100 µM], 79, 83
# M14, entries 16 to 22: 102, 110, 119, 104, 32[100 µM], 61, 99
# A549/ATCC, entries 16 to 22: 96, 102, 92, 107, 50[100 µM], 65, 87

# Following part.
entry	SMILES	EKVX	HOP-92	A549/ATCC	M14
25	COc1ccc2nc(NC(=O)c3cc(-c4ccc(F)cc4)n4nc(-c5ccccc5)cc4n3)sc2c1	79	·	77	82
26	COc1ccc(/C(=N/NS(=O)(=O)c2ccc([N+](=O)[O-])cc2)C2COC(=O)C2)cc1OC (centres undefined)	93	105	82	100
27	N#CCCOCC(OCCC#N)C(OCCC#N)C(OCCC#N)C(COCCC#N)OCCC#N (centres undefined)	107	114	108	99
28	CSc1nc2[nH]c(=O)n(O)c(=O)c2n1Cc1ccccc1	84	90	75	77
29	O=c1ccnc(SCc2ccccc2Cl)[nH]1	90&101	86&95	83&114	102&109
30	Cc1ccc(C(=O)CSc2nc3ccc(C)cc3c(=O)n2-c2ccc(F)cc2)cc1	63	0.0*	58	80
31	O=C(O)c1c[nH]c2ccc([N+](=O)[O-])cc2c1=O	104&113	107	105&107	109&110
32	CSc1nc2nc3c(c(-c4ccc5c(c4)OCO5)c2c(=O)[nH]1)CN(C)C/C3=C\c1ccc2c(c1)OCO2	92	92	·	116
33	CCC(C)(C)c1ccc(NS(=O)(=O)c2ccc(N)cc2)cc1	93	71	89	·
34	CCCCCCCCCCCC(=O)N(CCOC(=O)C(C)(C)C)CCOC(=O)C(C)(C)C	·	91	·	105
35	CC1(C)CC[C@]2(C(=O)O)CC[C@]3(C)C(=CCC4[C@@]5(C)C[C@@H](O)[C@@H]6OC(c7cccc(Br)c7)OC[C@@]6(C)C5CC[C@]43C)C2C1 (some centres undefined)	28	25	23	53
36	CC(=O)Nc1ccc(S(=O)(=O)Nc2cccc(-c3nc(-c4ccc(NC(=O)c5cccnc5)cc4Cl)no3)c2)cc1	54	32	44	27

entry	HOP-62	RPMI-8226	MOLT-4	CCRF-CEM
25	61	84	96	64
26	77	101	109	99
27	108	105	101	105
28	79	29	74	43
29	92&101	84&101	94&97	80&103
30	7.5*	99	93	88
31	105	101&109	91&103	102
32	120	79	89	87
33	97	60	70	77
34	92	96	87	103
35	48	19	13	28
36	35	44	26	23

# (cont.)
entry	SMILES	EKVX	HOP-92	A549/ATCC	M14
37	Cc1cc(Br)cc(C)c1NC(=S)NN	94	90	101	90
38	Ic1ccc(I)cc1	90	·	97	99
39	O=C(CSc1cc[n+](CCCF)c2ccccc12)n1ccc2ccccc21	90	98	104	94
40	Cc1ccc(C2=NN(c3cc(Cl)cc(Cl)c3)C(c3cccc(Nc4ccnc5cc(C(F)(F)F)ccc45)c3)C2)cc1 (centres undefined)	103	83	95	98
41	C/C(=C\CCc1ccoc1)CC/C=C(\C)CCCN1CCOCC1	·	57	64	63
42	Cc1ccc2nc(-c3ccccc3)c3c(=O)n(C)c(=O)n(C)c3c2c1	102	113	96	112
43	Cc1ccc(-c2csc(-n3[nH]c(=O)ccc3=O)n2)cc1	101	98	102	94
44	Cc1cc(O)c(Cl)c(C)c1Cl	106	90	104	109
45	NC(=Nc1ccccc1)SCCCCSC(N)=Nc1ccccc1	80	·	85	85
46	COc1ccc(C2Nc3nc(-c4ccncc4)nn3C(N)=C2C#N)cc1 (centres undefined)	101	·	85	106
47	O=[N+]([O-])c1ccc(C=C2C(Cl)=C(Cl)C(Cl)=C2Cl)cc1	92	·	92	37
48	NNc1cnc2ccccc2n1	86	64	98	98

entry	HOP-62	RPMI-8226	MOLT-4	CCRF-CEM
37	119	90	94	87
38	80	104	87	96
39	93	97	98	104
40	105	95	91	93
41	69	21	54	30
42	107	110	107	83
43	92	90	87	35
44	·	106	101	105
45	82	·	70	·
46	·	·	106	·
47	78	11	5.4*	16
48	87	99	106	97

# Remaining list, next part.
entry	SMILES	EKVX	HOP-92	A549/ATCC	M14
49	COc1ccc2c(c1)C1(Nc3ccccc3-c3nc4ccccc4n31)C(=O)N2 (centres undefined)	·	88	104	83
50	COc1ccc(-c2csc(NC(=O)CN3CCN(c4cc(=O)[nH]c5ccc(F)cc45)CC3)n2)cc1	75	·	70	66
51	O=S(=O)(Oc1ccc(-c2cn3ccoc3n2)cc1)c1ccc(Cl)c(C(F)(F)F)c1	95	111	99	106
52	CCc1cc(OC(=O)N2CCN(CCC(C)(COC(C)(C)C)COC(C)(C)C)CC2)ccc1Nc1cc(-c2ccc(-n3cccn3)cc2)[nH]n1	66	73	81	98
53	Nc1c(C(=O)c2ccccc2)sc2nc(-c3cnccn3)cc(-c3cccs3)c12	96	106	102	97
54	Cc1[nH]c2ccccc2c(=O)c1CNCc1ccccc1	111	85	105	106
55	CN(C)c1cccc2c(S(=O)(=O)Nc3cccc(-c4csc(NC(=O)CCCCCN)n4)c3)cccc12	94	74	84	97
56	Cc1cc2c(-c3nc4ccccn4c3N)c(O)c(O)cc2c(O)c1-c1c(C)cc2c(-c3nc4ccccn4c3N)c(O)c(O)cc2c1O	22	-8.8*	16	25
57	OCCc1ccccc1	91	84	97	101
58	O=C(Nc1ccc2ncnc(Nc3nccs3)c2c1)c1cccs1	62	62	66	59
59	OCCNCCNc1c2ccccc2nc2cc(Cl)ccc12	92	88	67	95
60	COc1ccc(-c2c(CC(=O)O)c3cc(OC)ccc3n2Cc2ccc(Cl)cc2)cc1	82	68	71	90

entry	HOP-62	RPMI-8226	MOLT-4	CCRF-CEM
49	94	100	108	96
50	92	59	53	70
51	106	97	101	99
52	92	61	53	57
53	98	108	105	100
54	103	104	93	102
55	94	87	71	81
56	11	9.2*	24	23
57	105	116	112	105
58	61	27	42	45
59	67	79	31	69
60	90	·	78	83

# Whole records, looked up by structure. Screens in order: EKVX, HOP-92, A549/ATCC, M14, HOP-62, RPMI-8226, MOLT-4, CCRF-CEM
# O=S(=O)(Oc1ccc(-c2cn3ccoc3n2)cc1)c1ccc(Cl)c(C(F)(F)F)c1 in the list: 95, 111, 99, 106, 106, 97, 101, 99
# O=C(Nc1ccc2ncnc(Nc3nccs3)c2c1)c1cccs1 in the list: 62, 62, 66, 59, 61, 27, 42, 45

# More entries
entry	SMILES	EKVX	HOP-92	A549/ATCC	M14
61	CC(=O)/C=C/c1ccc(OCc2ccc(Cl)cc2)cc1	116	92	76	98
62	CCCN(CCC)CC(O)c1cc2c(c3ccccc13)CCCC2 (centres undefined)	92	58	95	92
63	Cc1cc2nc(C(Cl)Cl)nc(-c3ccc(S(=O)(=O)N(C)C)cc3)n2n1	49	50	37	37
64	O=C1Nc2cc(Cl)ccc2/C1=C\c1ccc(OCc2ccccc2)cc1	100	109	105	96
65	CC1(C)SC(C)(C)N(C=O)C1C(=O)O (centres undefined)	101	90	97	117
66	CCOc1ccc(Br)cc1/C=N\N=C\c1cc(Br)ccc1OCC	107	92	104	99
67	O=C(O)C(Cc1c[nH]c2ccccc12)N1C(=O)CSC1=S (centres undefined)	87	115	98	98
68	ON=C(C1CC1)C1CC1	92&110	88&89	98&99	102&94
69	O=C1OC(=O)C2C1C1(Cl)C(Cl)=C(Cl)C2(Cl)C2C(=O)OC(=O)C21 (centres undefined)	·	·	·	101
70	Clc1ccc(-n2ccc(-c3nn[nH]n3)n2)cc1	108	92	105	92
71	CCCCN(C(=O)c1ccc2c(c1)NC(=O)CS2)c1ccccc1	102	82	103	102
72	CC/C=C\C=C/C(=O)N/C=C/CC1Cc2cccc(O)c2C(=O)O1 (centres undefined)	89	·	85	44

entry	HOP-62	RPMI-8226	MOLT-4	CCRF-CEM
61	110	88	93	87
62	84	91	78	95
63	33	55	28	41
64	96	107	99	102
65	107	·	100	107
66	108	95	102	-3.9*
67	94	109	101	101
68	109&103	90&76	119&136	58&79
69	104	96	105	·
70	99	100	94	102
71	99	87	78	70
72	65	·	48	·

# (list continues)
entry	SMILES	EKVX	HOP-92	A549/ATCC	M14
73	Clc1ccc(OCCOc2ccc(Cl)cc2Cl)c(Cl)c1	88	117	91	99
74	COc1ccc(/C=C2/SC(N3CCN(c4ccc(C)c(Cl)c4)CC3)=NC2=O)cc1OC	88	79	99	100
75	Oc1ccccc1-c1n[nH]c(/C=C/c2ccc(Br)cc2)n1	85	116	84	98
76	CC(C)=CCC/C(C)=C/CSc1nnc(-c2c(C)nc3ccc(Cl)cn23)o1	74	90	88	98
77	OCCN(CCO)c1cccc(Cl)c1	114	69	96	97
78	COC(=O)c1ccc(-n2cc(CCCOS(=O)(=O)c3ccc(-c4ccccc4)cc3)nn2)cc1	110	93	100	100
79	O=C(NC1CCc2ccccc21)c1ccccc1 (centres undefined)	104	105	101	99
80	N#CC[n+]1ccc2ccccc2c1	97	79	105	94
81	C#CCOC(=O)[C@H](CC)[C@H]1CC[C@H](C)[C@H]([C@@H](C)[C@H](O)[C@H](C)C(=O)[C@H](CC)C2O[C@]3(C=CC(=O)[C@]4(CC[C@@](C)([C@H]5CC[C@](O)(CC)[C@H](C)O5)O4)O3)[C@H](C)C[C@@H]2C)O1 (some centres undefined)	88	27	68	84
82	CC(=O)Nc1ccc(/C=C/C=C\c2cccc([N+](=O)[O-])c2)cc1	91	·	62	110
83	CCCCCCCC/C=C\CCCCCCCC(=O)OCCCCCCCCCCCCCCCCCC	101&87	·	101&95	110&102
84	CCN(CC)CCOC(=O)C1c2ccccc2-c2ccccc21	95	69	97	108

entry	HOP-62	RPMI-8226	MOLT-4	CCRF-CEM
73	98	105	81	89
74	100	102	105	102
75	95	90	68	48
76	70	91	94	104
77	96	93	82	102
78	100	99	95	99
79	106	122	95	110
80	95	106	104	99
81	99	41	52	58
82	117	54	81	80
83	111&100	94&96	108	110&86
84	83	90	106	95

# Next entries follow.
entry	SMILES	EKVX	HOP-92	A549/ATCC	M14
85	Cc1cccc(N2C(=O)CC(c3ccc4c(c3)OCO4)C3=C2COC3=O)c1 (centres undefined)	101	·	99	122
86	N#Cc1ccc(C(=O)COc2ccc(NC(=O)Nc3ccccc3)cc2)cc1	88	·	89	89
87	O=[N+]([O-])c1ccc(CSc2ncc(Br)c(SCc3ccc([N+](=O)[O-])cc3)n2)cc1	66	78	98	101
88	Cn1cc(-c2nc3c(F)cc4[nH]ncc4c3c3c2CCCC3)c(C(F)(F)F)n1	38	-7.5*	17	30
89	CN(C)CCCN1CN(CCCN(C)C)CN(CCCN(C)C)C1	97	119	104	100
90	NNC(=O)C(Cc1ccccc1)NC(=O)c1ccccc1[N+](=O)[O-] (centres undefined)	·	94	100	102

entry	HOP-62	RPMI-8226	MOLT-4	CCRF-CEM
85	103	99	101	93
86	100	61	70	89
87	102	63	78	71
88	31	-5.8*	-19*	-8.0*
89	93	102	102	105
90	95	97	101	99
